Assay outcomes: PubChem, several laboratories
Rac1 wt modul: modulators of human Rac1 wildtype GTP binding. AID 757. 190,000 tested, 0.27% active. GTP binding activity (% of control), % at 10 µM. GST-Rac1 beads, fluorescent GTP binding, flow cytometry; actives lie on both sides; 0 = cold GTP competed, 100 = untreated. P63000;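 active = GTP binding activity at least 20 points away from the 100% control level, either lower or higher; inconclusive = compound flagged as likely green fluorescent, judged across all proteins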
Pf gamet viab: kills late stage P. falciparum gametocytes. P. falciparum stage V gametocytes, ATP luminescence, 24 h. inhibition, % at 10.9 µM. 150,000 tested, 0.065% active;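 active = inhibition above the mean plus 3 SD of compounds within the control limits, set per campaign, cut at about 38% in these data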;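 note: 0% = DMSO wells and 100% = medium only without gametocytes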
Cdc42 wt GTP: human Cdc42 wildtype GTP binding change, either direction. percent activity (GTP binding), % at 10 µM. GST-Cdc42 beads, Bodipy-GTP binding, flow cytometry; actives lie on both sides. 190,000 tested, 0.2% active;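 active = percent activity GTP binding at least 20 points away from the 100% baseline, either down as inhibitor or up as activator; inconclusive = compound flagged as likely green fluorescent from well-wide comparison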;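 note: median bead fluorescence of bound Bodipy-FL-GTP at 100 nM; 0% = excess unlabeled GTP control and 100% = no compound control; below 100% means less GTP binding so inhibitor and above means activator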
Target sequence (P60953 whole entry, looked up): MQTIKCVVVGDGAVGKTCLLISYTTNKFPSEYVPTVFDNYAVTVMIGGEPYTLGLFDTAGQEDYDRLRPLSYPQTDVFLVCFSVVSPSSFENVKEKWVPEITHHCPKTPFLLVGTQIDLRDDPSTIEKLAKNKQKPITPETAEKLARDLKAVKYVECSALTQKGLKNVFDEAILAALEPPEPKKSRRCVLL
Rab2 wt GTP: changes GTP binding to wildtype dog Rab2A, up or down. GST-Rab2 wt beads, Bodipy-GTP binding, flow cytometry. GTP binding activity, % at 10 µM. 190,000 tested, 0.19% active;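 active = GTP binding activity at least 20 points away from 100%, either lowered or raised; inconclusive = signal likely due to the compound's own green fluorescence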;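 note: 0% = beads with excess unlabeled GTP and 100% = no-compound control corrected for plate trend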
HRas wt GTP: modulators of GTP binding to human HRas wildtype. P01112. GST-Ras wt beads, Bodipy-FL-GTP binding, flow cytometry; actives lie on both sides. GTP binding activity, % at 10 µM. 190,000 tested, 0.14% active. AID 759;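 active = GTP binding activity at least 20% away from the 100% baseline, either lowered as inhibitor or raised as activator; inconclusive = flagged as likely green fluorescent, judged across all proteins in the well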;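 note: 0% = unlabeled GTP competition control and 100% = no-compound control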
Rac1 mut GTP: modulators of GTP binding to human Rac1 activated mutant | P63000 | GST-Rac1 activated beads, fluorescent GTP binding, flow cytometry; actives lie on both sides; 100% means binding = to untreated wells | percent activity (GTP binding), % at 10 µM | 190,000 tested, 0.11% active;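 active = GTP binding at least 20 percentage points away from the 100% baseline, in either direction, so actives lie on both sides; inconclusive = Compound likely fluorescent itself, or too few beads counted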
Mcl1 Noxa PPI: Mcl-1/Noxa interaction inhibition; Q07820; TR-FRET Mcl-1/Noxa peptide binding, 2 h; inhibition, % at 21.7 µM; 220,000 tested, 1.5% active;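 active = compounds that cut the protein-peptide binding signal by more than 50% relative to plate controls in a single-dose test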;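 note: His-tagged Mcl-1 with rhodamine Noxa BH3 peptide and terbium anti-His antibody; 0% = Mcl-1 plus Noxa peptide wells and 100% = peptide-only wells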
Target sequence (Q07820 whole entry, looked up): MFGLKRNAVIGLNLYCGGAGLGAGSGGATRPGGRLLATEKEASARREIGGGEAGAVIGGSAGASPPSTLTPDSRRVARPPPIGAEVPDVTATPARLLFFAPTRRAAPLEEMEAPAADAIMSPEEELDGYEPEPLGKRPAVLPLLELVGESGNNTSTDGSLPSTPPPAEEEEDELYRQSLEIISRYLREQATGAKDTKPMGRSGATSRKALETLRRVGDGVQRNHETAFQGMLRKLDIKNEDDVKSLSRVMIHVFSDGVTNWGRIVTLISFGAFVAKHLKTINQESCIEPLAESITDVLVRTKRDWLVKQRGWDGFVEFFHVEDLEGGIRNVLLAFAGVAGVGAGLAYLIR
RGS8-Gao: human RGS8-Galphao interaction regulation; P09471; multiplexed bead flow cytometry, RGS8-Galphao binding; actives lie on both sides; response (percent of control binding), % at 10 µM; 220,000 tested, 0.34% active; AID 1423; in the data active = response below about 60% or above about 140%; inactive = in between;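 note: Galphao activated as the GDP aluminium fluoride complex binding bead-coupled RGS8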
Target sequence (P09471 whole entry, looked up): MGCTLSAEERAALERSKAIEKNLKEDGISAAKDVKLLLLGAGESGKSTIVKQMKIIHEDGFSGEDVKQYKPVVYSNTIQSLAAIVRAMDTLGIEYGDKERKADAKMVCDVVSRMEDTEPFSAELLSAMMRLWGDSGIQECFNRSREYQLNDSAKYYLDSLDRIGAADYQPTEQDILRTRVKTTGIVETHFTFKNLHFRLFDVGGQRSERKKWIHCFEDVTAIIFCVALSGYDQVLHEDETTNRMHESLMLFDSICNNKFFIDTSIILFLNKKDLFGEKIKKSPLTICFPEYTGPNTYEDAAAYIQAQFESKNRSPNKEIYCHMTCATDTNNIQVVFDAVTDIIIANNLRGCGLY
Bim-Mcl-1: human Bim-Mcl-1 interaction inhibition; Q07820; Bead-based flow cytometry, Bim peptide-Mcl-1 binding; inhibition, % at 10 µM; 190,000 tested, 0.1% active; AID 1009; in the data active = inhibition above about 40%;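 note: 0% = no compound tracer wells and 100% = peptide blocker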
Mcl1-Bid inh: Mcl-1/Bid interaction inhibition. 220,000 tested, 0.97% active. AID 1021. TR-FRET Mcl-1/Bid-Dy647 peptide binding, 1536-well. inhibition, % at 21.7 µM. Q07820;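 active = compounds that cut the binding signal by more than half at the single screening dose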;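 note: His-tagged Mcl-1 with europium anti-His antibody binding Bid BH3 peptide; 0% = Mcl-1 plus peptide wells and 100% = peptide-only wells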
Rab7 wt GTP bind: modulators of GTP binding to dog Rab7 wildtype GTPase; GST-Rab7 beads, fluorescent GTP binding, flow cytometry; actives lie on both sides; untreated = 100%, excess cold GTP = 0%; GTP binding activity (percent of control), % at 10 µM; 190,000 tested, 0.055% active; AID 758;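 active = fluorescent GTP binding to Rab7 beads changed by at least 20 points from the 100% baseline, either direction, mostly lower; inconclusive = compound itself probably fluorescent, or too few beads counted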;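 note: median green fluorescence of bound Bodipy-FL-GTP per Rab7 bead population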
* hit, by the source's call; u = inconclusive; x = no result given.

SMILES	Rac1 wt modul	Pf gamet viab	Cdc42 wt GTP	Rab2 wt GTP	HRas wt GTP	Rac1 mut GTP	Mcl1 Noxa PPI	RGS8-Gao	Bim-Mcl-1	Mcl1-Bid inh	Rab7 wt GTP bind
CCCS(=O)(=O)NCCc1cc2ccc(OC)cc2[nH]c1=O	98	x	98	100	99	95	10	100	-1	7	101
Cc1ccc(NC(=O)c2sccc2C)cc1[N+](=O)[O-]	104	20	96	97	98	99	4	99	2	-13	98
Cc1ccc(S(=O)(=O)CCSC(=N)N)cc1	102	x	101	104	103	96	9	101	-3	-6	109
N#Cc1nc(-c2ccc(OCc3ccccc3Cl)cc2)oc1NCCCn1ccnc1	101	x	100	100	99	98	-75	101	-4	-45	99
O=C(CSc1ncn[nH]1)NC1CCCc2ccccc21 (stereo not given)	98	-21	98	97	96	97	13	111	1	2	96
C=CCn1c(C)cc(C(=O)COC(=O)COc2ccccc2C#N)c1C	99	-2	97	98	97	98	16	100	-6	-27	101
COCCN(C(=O)CSc1nnc(-c2ccccc2C)n1C)c1c(N)n(Cc2ccccc2)c(=O)[nH]c1=O	98	-21	93	98	95	98	6	97	-2	-33	98
Cc1ccc(-c2nnc(CSc3nnc(C)s3)o2)cc1	107	13	103	105	102	100	13	100	-2	-6	104
COc1ccccc1NC(=O)c1ccccc1SC	u	7	u	u	u	u	5	102	-4	-10	u
COc1ccc(N(C(=O)CCl)C(C(=O)NC2CCCCC2)c2cccnc2)cc1 (stereo not given)	99	-2	96	96	95	97	27	103	-5	-5	98
CCc1nnc(NS(=O)(=O)c2ccc(N/C=C\C(=O)c3ccc4ccccc4c3)cc2)s1	90	21	92	89	92	89	43	99	1	-67	93
COc1ccc(C(=O)CC(c2ccccc2)C2CCCCC2=O)cc1 (stereo not given)	105	3	108	105	103	99	3	93	2	-22	107
COc1ccccc1NC(=O)c1ccc(-n2cncn2)nc1	96	x	98	100	98	96	12	98	1	-17	103
Cc1cc(CC(=O)O)c(C)cc1CC(=O)O	101	x	101	102	102	97	0	105	0	-10	104
CCN(C(C)=O)N(CC)c1nc(Cl)nc(NC(C)C)n1	103	x	101	102	104	102	4	98	-3	-26	100
CN(C(=O)CSc1nc2cc(C(=O)O)ccc2c(=O)n1Cc1ccccc1)C1CCS(=O)(=O)C1 (stereo not given)	97	10	99	99	99	96	14	100	1	9	104
CCC(=O)Nc1cc(NC(=O)CSc2ncc(-c3ccc(F)cc3)n2Cc2ccco2)ccc1C	96	x	94	91	94	95	-10	118	-4	-16	93
CCOC(=O)c1ccc2[nH]c(C)cc(=O)c2c1	102	x	105	103	103	101	27	100	-1	6	102
OCCNC(=S)NC1CCCCC1	93	x	95	94	97	95	8	102	3	-22	99
CN(C(=O)COc1nnc(-c2cccs2)c(-c2cccs2)n1)c1ccccc1	108	-4	99	99	100	97	26	100	0	4	104
CC(=O)Cc1nsc(NC(=O)c2ccc(Br)o2)n1	102	2	102	96	100	97	3	103	-14	8	96
COc1ccc(Cc2nnc(NC(=O)CSc3ccc(C)cc3)s2)cc1	107	0	99	101	102	101	11	99	-5	-13	99
S=C(Nc1ccc(Nc2ccccc2)cc1)NC1CCCCCC1	103	x	103	107	106	100	27	101	-5	-24	110
COc1ccc(CNC(=O)C2CCCN(S(=O)(=O)c3cc(C)ccc3OC)C2)cc1 (stereo not given)	93	-9	94	97	97	94	-3	95	4	-4	95
NC1=NC(=O)/C(=C\c2cccnc2)S1	92	28	97	98	93	94	9	100	-1	-23	97
COc1ccc(CCNC(=O)CSc2nnc(CNC(=O)c3cccs3)o2)cc1OC	95	21	98	99	98	97	7	101	-1	14	98
CCOC(=O)C1CCN(C(=O)c2ccc(OCC)c(OCC)c2)CC1	105	6	103	102	103	102	2	103	10	-4	98
O=C(c1ccco1)N1CCN(C(=O)c2snc3ccc(Cl)cc23)CC1	105	x	103	100	103	101	3	100	-4	-7	102
CCC(C)NCCCOc1cc(Cl)ccc1Cl (stereo not given)	107	x	105	101	101	103	14	106	2	23	98
CCN1C(=O)c2ccccc2S(=O)(=O)c2ccc(C(=O)NCc3cccnc3)cc21	104	x	102	99	98	100	13	103	2	-24	97
O=C(CCCn1c(SCc2cc(=O)n3ccccc3n2)nc2ccccc2c1=O)NCC1CCCO1 (stereo not given)	101	2	94	97	101	94	13	97	2	-2	99
COc1ccc(C(=O)C2CCCN(C3Cc4ccccc4C3)C2)c(OC)c1 (stereo not given)	100	x	98	99	97	95	2	105	0	-15	96
CN(C)CCCNc1ccc(S(N)(=O)=O)cc1[N+](=O)[O-]	102	13	100	98	99	99	10	99	0	-42	94
COc1ccc(NC(=O)Nc2ccc3c(c2)N(C)C(=O)CS3)cc1Cl	94	x	96	92	95	93	14	105	-2	-43	91
C/C(=N\NC(=S)NCc1ccccc1)c1ccc(C(C)(C)C)cc1	104	12	99	98	100	103	8	101	-1	-43	96
Cc1ccnc(NC2c3ccccc3C(=O)N2Cc2ccccc2Cl)c1 (stereo not given)	107	x	102	104	102	100	3	99	1	-17	97
CCN(CC)c1ccc(/C=N/NC(=O)OC)c(O)c1	100	-11	102	103	104	99	9	100	-2	-70	98
CC1=CC(C)(C)N2C(=O)C3(C(C#N)=C(N)OC4=C3C(=O)CC(C)(C)C4)c3c(C)c(C)cc1c32 (stereo not given)	99	x	98	96	98	97	7	101	-1	-4	95
C/C(=N\NC(=O)c1ccncc1)C12CC3CC(CC(C3)C1)C2	105	12	97	102	103	103	-2	98	0	-22	100
Cc1c(NC(=O)CSc2nc3ccccc3n2C)c(=O)n(-c2ccccc2)n1C	100	x	102	100	102	97	-11	103	2	-22	98
CC(=O)Nc1cccc(NC(=O)Cc2nc(-c3ccccc3)sc2-c2ccc(C)cc2)c1	103	-4	102	100	102	100	-18	99	-7	-69	102
Nc1sc(-c2ccccc2)c(Cc2ccccc2)c1C(=O)O	92	4	85	88	89	88	11	105	-3	-61	92
Clc1ccc(CCNc2ncnc3nc[nH]c23)cc1	108	x	102	100	102	99	18	98	0	-14	101
N#CCCN(C(=O)COc1ccc(Cl)cc1Cl)c1ccccc1	105	2	98	99	99	98	4	102	-1	7	99
CCC(C)NS(=O)(=O)c1ccc(OCC(=O)NCc2ccc(OC)cc2)cc1 (stereo not given)	97	-26	94	96	96	96	3	110	-4	-11	98
CCc1cccc(NC(=O)CN(c2ccc(OC)cc2)S(=O)(=O)c2c(C)n[nH]c2C)c1	104	8	100	101	102	99	-4	102	4	-14	104
CC1CC2(NC(=O)NC2=O)C(C)CN1C (stereo not given)	99	x	94	95	97	94	-2	102	-5	-9	94
CC(C)OC(=O)c1ccc(N2C(=O)C3CC=CCC3C2=O)cc1 (stereo not given)	105	x	99	98	102	99	5	104	-10	-12	100
O=c1ccnc(Nc2ccc3c(c2)OCCO3)[nH]1	97	6	100	97	97	96	15	102	-1	-34	99
Cc1cc2ncn(C3CC(=O)N(Cc4ccccc4)C3=O)c2cc1C (stereo not given)	105	x	102	100	101	98	3	101	-1	-15	98
O=C(Nc1ccc(N2CCOCC2)c(Cl)c1)c1cccc(F)c1	97	-4	97	97	100	97	-4	82	-1	-20	94
CCN1CCN(Cc2c(O)c(Cl)cc3c(C)cc(=O)oc23)CC1	103	0	106	102	103	101	0	102	0	-30	101
O=C(CSc1ccccc1)N/N=C/c1ccccc1O	98	-9	97	99	99	96	8	93	0	-35	107
CC(=O)c1sc(NC(=O)CCOc2ccccc2)nc1C	93	-24	93	94	93	96	14	117	-1	8	95
COc1ccc(Nc2ncnc3c2cnn3-c2ccccc2)cc1OC	105	x	98	102	100	100	30	101	-2	18	101
Cc1cnc(NC(=O)CSc2nnc(Cc3ccccc3)n2C)s1	102	x	102	99	101	99	11	102	1	7	97

Grouped by structure: the compounds so far with two or more sulfur atoms
SMILES	Rac1 wt modul	Pf gamet viab	Cdc42 wt GTP	Rab2 wt GTP	HRas wt GTP	Rac1 mut GTP	Mcl1 Noxa PPI	RGS8-Gao	Bim-Mcl-1	Mcl1-Bid inh	Rab7 wt GTP bind
Cc1ccc(S(=O)(=O)CCSC(=N)N)cc1	102	x	101	104	103	96	9	101	-3	-6	109
Cc1ccc(-c2nnc(CSc3nnc(C)s3)o2)cc1	107	13	103	105	102	100	13	100	-2	-6	104
CCc1nnc(NS(=O)(=O)c2ccc(N/C=C\C(=O)c3ccc4ccccc4c3)cc2)s1	90	21	92	89	92	89	43	99	1	-67	93
CN(C(=O)CSc1nc2cc(C(=O)O)ccc2c(=O)n1Cc1ccccc1)C1CCS(=O)(=O)C1 (stereo not given)	97	10	99	99	99	96	14	100	1	9	104
CN(C(=O)COc1nnc(-c2cccs2)c(-c2cccs2)n1)c1ccccc1	108	-4	99	99	100	97	26	100	0	4	104
COc1ccc(Cc2nnc(NC(=O)CSc3ccc(C)cc3)s2)cc1	107	0	99	101	102	101	11	99	-5	-13	99
COc1ccc(CCNC(=O)CSc2nnc(CNC(=O)c3cccs3)o2)cc1OC	95	21	98	99	98	97	7	101	-1	14	98
Cc1cnc(NC(=O)CSc2nnc(Cc3ccccc3)n2C)s1	102	x	102	99	101	99	11	102	1	7	97

Random draw from the library (roughly 2.9% active in at least one column).
